# Source: PubChem
# OX1R antag-1 = antagonists of human orexin 1 receptor (OX1R); Orexin/Hypocretin receptor type 1 (Homo sapiens), O43613; OX1R-expressing cells, FRET antagonist read-out; inhibition, % at 6.6 µM; hit rate 1.8% among 330,000; AID 485270, 2010; in the data active means inhibition mostly above about 38%, no sharp cut-off; inactive means mostly below about 40%;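 further: 0% = agonist challenge alone and 100% = reference antagonist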
# Target sequence (O43613 whole entry, looked up): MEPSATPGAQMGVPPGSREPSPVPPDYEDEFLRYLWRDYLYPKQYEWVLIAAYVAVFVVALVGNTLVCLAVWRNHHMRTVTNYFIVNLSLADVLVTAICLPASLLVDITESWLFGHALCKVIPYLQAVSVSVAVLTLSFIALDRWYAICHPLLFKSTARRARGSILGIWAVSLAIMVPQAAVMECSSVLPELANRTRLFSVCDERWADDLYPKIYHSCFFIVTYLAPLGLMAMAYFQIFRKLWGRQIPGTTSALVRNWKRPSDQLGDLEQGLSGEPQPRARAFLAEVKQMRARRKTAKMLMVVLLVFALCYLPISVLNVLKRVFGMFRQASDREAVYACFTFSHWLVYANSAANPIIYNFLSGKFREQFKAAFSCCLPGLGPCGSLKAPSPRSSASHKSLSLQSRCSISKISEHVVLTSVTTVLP
# OX1R antag-2 = OX1R (HCRTR1) antagonists, primary screen, fluorescence, CHO/OX1R cells, Fluo-8 calcium, orexin A; AID 434989, 2010; Fluo-8 calcium fluorescence; hit rate 0.43% among 330,000; inhibition, % at 5 µM; Orexin/Hypocretin receptor type 1 (Homo sapiens), O43613;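 active means inhibition above its plate's threshold, mean inhibition of all tested compounds on the plate plus 3 SD, cut at about 37% in these data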;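 further: 0% = orexin A challenge wells and 100% = SB-334867-A antagonist wells; not every result past the cut was called active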
# Numbers without * were called inactive. Rows were taken by chance (roughly 2.1% active in at least one column).
OX1R antag-1 | OX1R antag-2 | SMILES
8 | -11 | COc1ccccc1NCCC(=O)OCC(=O)NCc1ccco1
26 | -24 | COc1ccccc1N=CC1=C(O)CC(c2ccccc2)CC1=O (stereo unspecified)
11 | -3 | CC(=O)NCCSc1ccc(S(=O)(=O)N2CCCC2)cn1
8 | 1 | CCCN(CCC)C(=O)Cn1c(=O)n(CCCCCC(=O)Nc2ccccc2)c(=O)c2sccc21
6 | 0 | O=C(NCc1ccccc1)c1cc2nc(C3CC3)cc(C(F)(F)F)n2n1
17 | -23 | COc1ccc(-c2cnc3c(-c4ccc(F)cc4)cnn3c2N)cc1
4 | 1 | CCOc1ncccc1C(=O)OCC(=O)c1ccccc1
19 | -23 | O=C(NCC1CCCO1)c1cc2c([nH]c3ccccc32)c(-c2ccc(F)cc2)n1 (stereo unspecified)
27 | -20 | CC1=C/C(=C\c2ccc3c(c2)OCO3)C(=O)S1
23 | 11 | O=C(Nc1ccc([N+](=O)[O-])cc1)Nc1ccc2[nH]c(=O)[nH]c2c1
14 | -7 | COc1ccccc1C(=O)NCc1ccccc1
3 | -19 | CCOc1cccc(-c2c(C(=O)N/N=C/c3ccsc3)nnn2-c2nonc2N)c1
12 | -25 | Cc1ccc(CNC(=O)C(Cc2ccccc2)NS(=O)(=O)c2ccc3c(c2)CCC(=O)N3)cc1 (stereo unspecified)
37 | -19 | COc1ccc(NC(=O)CNc2cc(S(=O)(=O)N3CCOCC3)ccc2NCC2CCCO2)cc1 (stereo unspecified)
12 | -10 | O=C1Oc2ccccc2C(=O)/C1=C\N1CCN(c2ccccc2)CC1
13 | -25 | O=C(NC1CCCC1)C(c1ccccc1)N(C(=O)c1ccno1)c1ccccc1 (stereo unspecified)
1 | -9 | CSC1=NCCN1C(=O)c1c(-c2c(F)cccc2Cl)noc1C
53 | -23 | COc1ccc(C)cc1S(=O)(=O)N(CC(=O)N1CCOCC1)c1cc(C)cc(C)c1
11 | -13 | COc1ccccc1/C=C/C=N/n1c(-c2n[nH]c3c2CCC3)n[nH]c1=S
16 | 2 | CCOC(=O)c1ccc(NC(=O)N(CC)CC)cc1
10 | 13 | COc1cc2c(cc1OC)[C@@H](NC(=O)C(C)C)[C@H](O)C2
-1 | -9 | COc1ccc(Cl)cc1C(=O)NNC(=O)CN1C(=O)C2CC=CCC2C1=O (stereo unspecified)
21 | -46 | Cc1ccc(Nc2nc(N)nc(CN3CCN(Cc4ccc5c(c4)OCO5)CC3)n2)c(C)c1
2 | -6 | COc1ccccc1CC(NC(C)=O)C(=O)NC1CCN(c2nnnn2-c2ccccc2)CC1 (stereo unspecified)
9 | 0 | O=S(=O)(Nc1cccc(-n2cnnn2)c1)c1cccc(Cl)c1
3 | 8 | O=S(=O)(c1ccccc1)N1CCN(CCO)CC1
3 | -12 | COc1ccc(-c2nc(N)n(C(=O)c3cccs3)n2)cc1
11 | -33 | CCCNC(=O)NC(=O)CSc1ccc(C)cc1C
9 | -19 | COC(=O)CC1C(=O)NCCN1C(=O)c1c(F)cccc1F (stereo unspecified)
24 | -11 | O=C(CC1c2ccccc2Oc2ccccc21)N1CCN(c2ccccn2)CC1

# Some of the entries so far, with tabs.
molecule	OX1R antag-1	OX1R antag-2
O=C(NC1CCCC1)C(c1ccccc1)N(C(=O)c1ccno1)c1ccccc1 (stereo unspecified)	13	-25
COC(=O)CC1C(=O)NCCN1C(=O)c1c(F)cccc1F (stereo unspecified)	9	-19
O=C(CC1c2ccccc2Oc2ccccc21)N1CCN(c2ccccn2)CC1	24	-11
CSC1=NCCN1C(=O)c1c(-c2c(F)cccc2Cl)noc1C	1	-9
O=S(=O)(Nc1cccc(-n2cnnn2)c1)c1cccc(Cl)c1	9	0

# Next part.
OX1R antag-1 | OX1R antag-2 | SMILES
3 | -8 | COc1ccc(C(=O)NCC(=O)OCC(=O)NCc2ccc3c(c2)OCO3)cc1
2 | -11 | Cn1cnnc1SCC(=O)NC1CCCN(Cc2ccc(Cl)cc2)C1 (stereo unspecified)
3 | -7 | COc1ccc(/C(N)=N/OC(=O)c2ccc3c(c2)OCO3)cc1
30 | -16 | CC(C)C[C@H](NC(=O)c1nc[nH]c1C(=O)N1CCc2ccccc2C1)C(=O)OCc1ccccc1
18 | -2 | Cc1ccc(NC(=O)CSc2nnc(COc3ccccc3C)o2)cc1
23 | -11 | COc1cccc2c(=O)c(C(=O)NCc3cccs3)c[nH]c12
12 | -3 | CCOc1ccc(N(CC(=O)NC2CCCCC2)C(=O)CCC(=O)Nc2nccs2)cc1
-1 | -21 | COc1ccc(C(=O)NN2CCCCC2)cc1OC
-30 | -20 | Cc1cc(=O)[nH]c(-n2nc(C)c(Oc3ccccc3O)c2C)n1
6 | -7 | CC(C)CCn1nnnc1CN1CCN(c2ccc(F)cc2)CC1
21 | 38 | O=[N+]([O-])c1ccc(Cl)cc1CNc1ccc(F)c(F)c1
8 | -17 | COc1cc(C(c2c(C)[nH][nH]c2=O)c2c(C)[nH][nH]c2=O)cc(Br)c1OC
13 | 0 | CCOc1ccc(N2C(=O)CC(NCc3ccc(F)cc3)C2=O)cc1 (stereo unspecified)
9 | -14 | Cc1c(-c2ccccc2)oc2c(C(=O)N3CCN(c4ccccc4F)CC3)cccc2c1=O
-3 | -21 | COc1cccc(C(N)=O)c1OC(=O)Cc1ccccc1F
8 | -26 | O=C(COc1ccccc1Cc1ccccc1)NCCCN1CCOCC1
7 | 9 | CCC(=O)Nc1cccc(-c2nnc(-c3cccc(NC(=O)CC)c3)o2)c1
8 | -16 | O=C(COC(=O)c1cccs1)NCCCc1ccccc1
1 | -4 | CN(C(=O)COC(=O)c1c[nH]c(=O)[nH]c1=O)C1CCCCC1
10 | -20 | CCOCCOC(=O)c1[nH]c2c(c1C)C(=O)CC(c1ccccc1)C2 (stereo unspecified)
11 | -10 | O=C(CCc1c[nH]c2ccccc12)NCCc1ccccc1
26 | -7 | Cc1cc(N/N=C/c2cccc(Cl)c2)nc(NCc2ccccc2)n1
-2 | -13 | O=C(Nc1cccc(-c2cnc3ccccc3n2)c1)c1ccc(Cl)cc1
6 | 2 | CCOC(=O)Cn1nc(-c2ccccc2)ccc1=O
59 | -2 | O=C1CN(C(=O)COC(=O)c2ccccc2NC(=O)c2ccco2)c2ccccc2N1
11 | -5 | Cc1cc2[nH]c(=O)c(=O)[nH]c2cc1S(=O)(=O)Nc1ccccc1F
7 | -22 | Cc1nc2ccc3nc(NC(=O)c4ccc(S(=O)(=O)N5CCOCC5)cc4)sc3c2s1
1 | -4 | NCCC(=O)N1c2ccccc2Sc2ccccc21
14 | -20 | COc1cccc(N(CC(=O)NC2CCCC2)C(=O)Cn2nnc(-c3ccc(C)o3)n2)c1
24 | 11 | O=C(O)c1nnn(-c2ccc([N+](=O)[O-])cc2)c1-c1ccccc1

# Retrieved by compound from the list above (5):
OX1R antag-1 | OX1R antag-2 | SMILES
11 | -5 | Cc1cc2[nH]c(=O)c(=O)[nH]c2cc1S(=O)(=O)Nc1ccccc1F
59 | -2 | O=C1CN(C(=O)COC(=O)c2ccccc2NC(=O)c2ccco2)c2ccccc2N1
1 | -4 | NCCC(=O)N1c2ccccc2Sc2ccccc21
6 | 2 | CCOC(=O)Cn1nc(-c2ccccc2)ccc1=O
1 | -4 | CN(C(=O)COC(=O)c1c[nH]c(=O)[nH]c1=O)C1CCCCC1

# (cont.)
OX1R antag-1 | OX1R antag-2 | SMILES
1 | -4 | COc1ccc(NC(=O)C2CCCN(S(=O)(=O)c3c(C)[nH]c(=O)[nH]c3=O)C2)cc1 (stereo unspecified)
8 | 6 | CC(=O)c1cccc(NC(=O)c2ccc(Br)o2)c1
19 | -16 | CCCOC(=O)C(C)Sc1n[nH]c(=O)[nH]c1=O (stereo unspecified)
9 | -11 | CSc1ccc(Cl)c(C(=O)NCCCn2ccnc2)c1
79* | 23 | O=C(CC1Nc2ccccc2NC1=O)NCC1COc2ccccc2O1 (stereo unspecified)
-4 | -14 | CCOCc1nnc(NC(=O)c2cc(OC)c(OC)c(OC)c2)s1
-1 | 4 | COC(=O)c1ccc(NC(=O)CSC2=NCCN2)cc1
9 | -20 | COCCCNC(=O)CN(c1cc(Cl)cc(Cl)c1)S(C)(=O)=O
5 | -14 | O=C1N/C(=C/c2ccc(N3CCOCC3)cc2)C(=O)N1Cc1ccc(F)cc1
13 | -18 | CCOC(=O)/C=C/C(=O)OCC(=O)Nc1ccc(Cl)cn1
15 | 59* | O=C1N/C(=N\S(=O)(=O)c2ccccc2)S/C1=C\c1cc([N+](=O)[O-])ccc1O
10 | -10 | NS(=O)(=O)c1ccc(CCNC(=O)C2CCN(S(=O)(=O)c3cnc[nH]3)CC2)cc1
91* | -20 | O=[N+]([O-])c1cccc(COc2ncnc3cc([N+](=O)[O-])ccc23)c1
18 | -12 | O=c1cc(CSc2ccc(Cl)cc2)nc(-c2ccccn2)[nH]1
6 | -18 | CC(=O)Cn1cnc2c(cnn2-c2ccc(C)c(C)c2)c1=O
22 | -6 | CCCCN(C(=O)c1cc(S(=O)(=O)N2CCCCCC2)ccc1OC)c1c(N)n(CCC)c(=O)[nH]c1=O
19 | -14 | O=C(O)/C=C/C(=O)Nc1ccc2c(c1)NC(=O)CO2
20 | -6 | Cc1cc(Br)c(NC(=O)CCl)c(Br)c1
6 | -16 | CCOc1ccc(CCNS(=O)(=O)c2cn(C)cn2)cc1OCC
3 | 5 | O=C(CCl)Nc1cccc(S(=O)(=O)NC2=NCCC2)c1
11 | -16 | CCCCC(=O)OCC(=O)c1[nH]c(C)c(C(C)=O)c1C
24 | -14 | COc1ccc(OCCNC(=O)/C=C/c2ccc([N+](=O)[O-])cc2)cc1
10 | -20 | COc1cccc(NC(=O)c2ccc(CN3CCN(c4ccccc4)CC3)cc2)c1
18 | -6 | Cc1cccc(NC(=O)COc2ccc(Br)cc2)n1
5 | -15 | COc1ccc2sc(-c3ccc(S(C)(=O)=O)cc3)c(C(=O)NCCCN3CCCC3=O)c2c1
9 | -2 | CC1CCN(S(=O)(=O)c2ccc(NC(=O)CSc3ncccc3C(=O)O)cc2)CC1
10 | -17 | Cc1ccc(C)n1C(CC(=O)O)c1ccc(C#N)cc1 (stereo unspecified)
13 | -25 | COCCCNC(=O)Cn1cc(/C=C(\C#N)C(=O)NC2CCCC2)c2ccccc21
11 | -23 | COc1ccccc1/C=C(\NC(=O)c1ccccc1)C(=O)NCc1ccco1
20 | -11 | Cc1nc2c3c(sc2c(=O)[nH]1)NC(=O)CC3c1ccccc1Cl (stereo unspecified)
-7 | -28 | Cc1ccccc1NC(=O)Cc1nc(COC(=O)CSc2ccccc2)cs1
14 | -9 | O=C(O)CNC(=O)/C(=C/c1ccco1)NC(=O)/C=C/c1ccccc1
18 | -20 | CCOC(=O)c1ccc(NC(=S)N(CCN(C)C)Cc2cccs2)cc1
4 | -18 | COc1cc(OC)nc(Oc2cc(C=O)ccc2OC)n1
20 | -3 | CCc1ccc(NC(=O)CSc2n[nH]c(C)c2[N+](=O)[O-])cc1
42 | -27 | O=C(Nc1ccccc1)C1C(c2ccccc2)C1(Cl)Cl (stereo unspecified)
17 | -21 | CC1CCN(C(=O)c2ccc(SCc3ccccc3F)c([N+](=O)[O-])c2)CC1
7 | -20 | Cc1ccc(C)c(C(=O)C(C)OC(=O)c2cccn2C)c1 (stereo unspecified)
26 | -14 | Cc1cc(C(=O)N/N=C/c2cc(Br)c(Br)o2)n[nH]1
-1 | -22 | CCOC(=O)c1c(-c2ccccc2)oc2ccc(OCC(O)CNCCN(C)C)cc12 (stereo unspecified)
11 | -16 | Cn1c(SCC(=O)NCc2ccco2)nc2ccccc2c1=O
10 | -22 | O=C(COc1ccc2c(c1)CCC2)N1CCN(c2ccccc2F)CC1
7 | -13 | O=C(O)C1C2C=CC3(CN(CC(O)COc4ccccc4)C(=O)C13)O2 (stereo unspecified)
34 | -18 | O=C(NCCc1cccc(Cl)c1)c1ccc2c(c1)OCO2
5 | -11 | CC(=O)C1=C(O)C(=O)N(CCO)C1c1ccccc1 (stereo unspecified)
1 | -2 | COc1ccc(N2CCN(C(=O)CN3C(=O)NC(C)(c4ccc5ccccc5c4)C3=O)CC2)cc1 (stereo unspecified)
11 | -5 | CCOc1cc2c(cc1OCC)C(c1ccccc1OC)OC(=O)C2 (stereo unspecified)
1 | -5 | COc1ccc(N=C2SC(CC(=O)Nc3ccccc3)C(=O)N2Cc2ccco2)cc1 (stereo unspecified)
16 | -7 | CCOC(=O)Cc1csc(SCC(=O)Nc2nccs2)n1
25 | -23 | O=C1CC(NS(=O)(=O)c2ccc([N+](=O)[O-])cc2)CN1c1ccc(Cl)cc1 (stereo unspecified)
31 | -6 | Cc1ccc(C(=O)C(C)OC(=O)c2ccccc2[N+](=O)[O-])cc1 (stereo unspecified)
19 | -16 | Cc1ccccc1N1CCN(C(=O)c2ccc(Oc3ccc(C(F)(F)F)cn3)cc2)CC1
22 | -18 | CC(=O)Nn1cnc2c(c1=O)C1(CCCCC1)Cc1ccccc1-2
3 | -18 | CC12CCC(=O)N1C(C(=O)Nc1cc(Cl)ccc1N1CCCC1)CS2 (stereo unspecified)
9 | -18 | COC(=O)c1c(C)[nH]c(C=Nc2ccc(OC)cc2)c1C
29 | -18 | CNC(=O)COC(=O)c1ccc(OCC(=O)Nc2ccccc2OC)c(OC)c1
26 | -18 | CCC(C)Nc1nc(C)nc2c1oc1ccccc12 (stereo unspecified)
4 | -16 | O=C(CCC(=O)N1CCOc2ccccc21)N1CCN(c2ccccc2)CC1
12 | -10 | COc1ccc([C@H]2[C@@H](C#N)[C@H](C#N)N3CCCN23)cc1
9 | 17 | Cc1onc(-c2ccccc2Cl)c1C(=O)N1CCN(C)CC1
12 | -28 | CCCCN(C)C(=O)c1nc2ccccn2c1CN1CCC[C@H]1C(=O)OC
34 | 9 | Cc1ccsc1C(=O)OC(C)C(=O)Nc1ccc(Cl)cn1 (stereo unspecified)
12 | -3 | CC(C(=O)Nc1cccnc1)c1ccc([N+](=O)[O-])cc1 (stereo unspecified)
